E coli Lon inh = E. coli protease La inhibition. purified E. coli Lon protease, fluorescence polarization. inhibition, % at 7.94 µM. actives 0.42% (n = 360,000); in the data active means inhibition above about 13%, passing the limit was not always enough;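 further: 0% = enzyme with probe and DMSO and 100% = no enzyme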
SKN-1 block = inhibitors of C. elegans SKN-1; AID 624304; actives 0.49% (n = 360,000); C. elegans VP596 Pgst-4::GFP/RFP ratio, acrylamide-induced, 24 h; inhibition, % at 21.8 µM;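 active means interference check ratio from 0.5 to 1.5 plus GFP to RFP signal ratio inhibition reaching or exceeding a fixed threshold, cut at about 30% in these data, passing the limit was not always enough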; further: some compounds called inactive have numbers as strong as hits
MsrA act = bovine methionine sulfoxide reductase A activation; purified bovine MsrA, absorbance read-out; activation, % at 10.6 µM; actives 0.3% (n = 360,000); AID 602163; in the data active means activation above about 7.5%;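 further: 0% = vehicle and 100% = reference activator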
TbMetRS inhib = blocks T. brucei methionyl-tRNA synthetase activity | purified T. brucei MetRS, ATP depletion, Kinase-Glo luminescence | inhibition, % at 11.9 µM | actives 0.4% (n = 360,000) | AID 624268;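 active means inhibition above a per-plate cutoff of the control wells' mean inhibition plus 3 SD, cut at about 5.5% in these data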;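 further: 0% = DMSO wells median and 100% = median of wells with control inhibitor compound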
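Material: T. brucei methionyl-tRNA synthetase, purified; reagent: substrates ATP, L-methionine and bulk Escherichia coli tRNA; dosing: 11.9 µM single point; timing: 15 min plus 2 h at 25 °C; detection: luminescence of leftover ATP; evaluation: % inhibition; control set: DMSO-only wells as low control; replicates: singlicate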
FAS TE block = blocks the thioesterase domain of human fatty acid synthase; inhibition, % at 15 µM; AID 602261; actives 0.67% (n = 360,000); recombinant FAS-TE, OMFH fluorogenic substrate, fluorescence endpoint;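 active means compounds whose normalised, plate-corrected inhibition of enzyme fluorescence in the single-dose primary screen is 50% or more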;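 further: 0% = DMSO with enzyme and 100% = substrate without enzyme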
CendR NRP1 mod = alters CendR peptide binding to human NRP-1. FAM-RPARPAR peptide binding to NRP-1, fluorescence polarization. inhibition, % at 25 µM. actives 0.85% (n = 360,000). AID 602438;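 active means inhibition or corrected inhibition above about 18%, plus a signal ratio from 0.5 to 1.5, limit read from the data, passing the limit was not always enough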; further: strong numbers were not always called active
MT1-MMP act inh = blocks activation of human MT1-MMP; P50281; HT1080 RFP-PRO-GFP cells, GFP/RFP ratio fluorescence, overnight; percent of plate control window, DMSO zero; GFP/RFP ratio change, % at 20 µM; actives 0.061% (n = 360,000); AID 651647;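 active means GFP/RFP ratio change of at least 30% with cell ATP level not reduced by more than half and red fluorescence within 50% of control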; further: strong numbers were not always called active
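Material: RFP-PRO-GFP reporter HT1080 cells. Dosing: single-point 20 µM compound, 1% DMSO. Controls: DMSO and RFP-L50D-GFP cell wells. Timing: cells overnight before dosing, compound overnight, 37 °C, 5% CO2. Measure: GFP/RFP fluorescence ratio.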
MsrA inh = inhibitors of bovine MsrA; purified bovine MsrA, absorbance read-out; inhibition, % at 15.5 µM; actives 0.75% (n = 360,000); AID 651718; in the data active means inhibition above about 4.5%;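 further: 0% = vehicle wells with enzyme and 100% = reference inhibitor wells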
PABP1 MLLE inh = inhibitors of microRNA-mediated deadenylation, human PABP1 MLLE binding | GST-MLLE / FITC-PAM2 fluorescence polarization | P11940 | actives 0.36% (n = 360,000) | inhibition, % at 20 µM; in the data active means inhibition above about 35%, passing the limit was not always enough;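 further: plate controls were DMSO wells with GST-MLLE for no effect and wells lacking GST-MLLE protein for full effect; some results filed as inactive read as strong as hits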
Target sequence (P11940 whole entry, looked up): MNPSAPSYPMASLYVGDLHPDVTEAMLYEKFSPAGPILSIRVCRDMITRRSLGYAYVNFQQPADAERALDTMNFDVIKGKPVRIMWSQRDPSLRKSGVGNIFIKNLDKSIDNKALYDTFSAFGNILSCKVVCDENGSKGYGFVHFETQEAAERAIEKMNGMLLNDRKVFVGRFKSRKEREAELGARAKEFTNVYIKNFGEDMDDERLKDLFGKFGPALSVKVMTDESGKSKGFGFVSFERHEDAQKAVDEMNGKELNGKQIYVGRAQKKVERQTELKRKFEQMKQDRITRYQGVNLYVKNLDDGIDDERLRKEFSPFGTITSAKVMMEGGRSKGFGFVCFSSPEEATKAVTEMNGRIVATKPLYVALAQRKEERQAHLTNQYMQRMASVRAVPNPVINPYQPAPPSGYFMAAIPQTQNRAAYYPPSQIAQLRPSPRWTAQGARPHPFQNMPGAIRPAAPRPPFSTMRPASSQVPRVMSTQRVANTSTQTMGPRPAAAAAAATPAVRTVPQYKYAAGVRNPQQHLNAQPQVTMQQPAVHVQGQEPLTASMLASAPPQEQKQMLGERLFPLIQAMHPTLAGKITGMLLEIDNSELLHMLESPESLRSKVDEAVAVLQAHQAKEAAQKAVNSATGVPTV
* marks the source's active call; other numbers are inactive results; . = not tested or not shown.

Below each compound: MT1-MMP act inh	MsrA inh	CendR NRP1 mod	PABP1 MLLE inh	MsrA act	FAS TE block	TbMetRS inhib	SKN-1 block	E coli Lon inh
CC(Oc1ccc(F)cc1)C(=O)Nc1ccc2ccccc2c1 (stereo unspecified)
 : 6	-0.5	-10	-3	0	20	-0.5	-33	-3
COc1ccccc1C(=O)Nn1c(C)nc2ccccc2c1=O
 : 1	-0.5	-3	22	0	-4	-0.3	1	-5
COc1ccc(/C=N/n2nnnc2N)cc1OC
 : 0	4.8*	-16	-5	-5	-5	0.0	2	5
COc1cc(C(=O)Nc2cc(C)ccc2C)ccc1OCc1c(C)noc1C
 : 3	0.4	7	0	-8	-3	-0.4	-1	8
O=C(CSc1cn[nH]n1)Nc1ccc(O)c(C(=O)O)c1
 : 0	-1.5	-5	38*	0	-4	-0.1	8	-5
Cc1cc(N/N=C/c2ccc(F)cc2)nc(NCc2ccccc2)n1
 : 1	0.1	-6	1	0	11	-0.1	9	-4
C=CCOc1ccc(C[C@H](N)C(=O)NC[C@H]2O[C@@H](n3ccc(N)nc3=O)[C@H](O)[C@@H]2O)cc1
 : 4	-1.1	-1	-2	3	-5	0.2	-7	-1
COC(=O)C(NC(=O)CCC(=O)NC(C(=O)OC)c1ccccc1)c1ccccc1 (stereo unspecified)
 : -1	-0.9	-1	-2	-2	-10	-0.2	0	3
CC(OC(=O)CCC(=O)c1cccs1)C(=O)Nc1ccccc1[N+](=O)[O-] (stereo unspecified)
 : -2	1.4	-11	2	-7	6	-1.3	0	-7
Cc1ccc(S(=O)(=O)[N-]c2nc3ccccc3nc2-n2cc[n+](Cc3ccccc3)c2)cc1
 : -10	-0.3	-3	1	-4	0	-0.4	2	-10
C=CCSc1nnc(-c2cnn(-c3ccccc3)c2-n2cccc2)n1C
 : 3	-0.2	1	-4	-10	-13	-3.4	-26	-2
O=C(c1ccc(CN2CCc3ccccc3C2)cc1)N1CCN(c2ccc(F)cc2)CC1
 : 3	0.1	-8	1	0	12	-0.8	-9	-6
Cc1cc(C)nc(SCC(=O)c2ccc(C)c(C)c2)n1
 : 3	-0.5	4	0	0	5	-0.7	0	-7
CC1(C)N=C(N)NC(Nc2ccc(Br)cc2)=N1
 : -3	3.0	-8	-6	1	-7	1.1	20	4
C[C@@H]1CN([C@H](C)CO)C(=O)CCCn2nncc2CO[C@H]1CN(C)C(=O)Nc1ccc(N2CCN(C)CC2)cc1
 : 5	0.2	-7	11	-4	-6	-0.8	1	-3

As entered above:
FAS TE block, COc1ccccc1C(=O)Nn1c(C)nc2ccccc2c1=O is entered as -4
TbMetRS inhib, COc1cc(C(=O)Nc2cc(C)ccc2C)ccc1OCc1c(C)noc1C is entered as -0.4

Further compounds
Below each compound: MT1-MMP act inh	MsrA inh	CendR NRP1 mod	PABP1 MLLE inh	MsrA act	FAS TE block	TbMetRS inhib	SKN-1 block	E coli Lon inh
CCOC(=O)c1c(C)nc(-c2ccccc2)nc1N
 : 3	1.3	2	2	-2	0	-0.2	22	-5
Cc1nc(/C=C\C(=O)O)c2cc(C)oc2n1
 : 0	1.5	7	0	-6	-4	-0.4	0	2
Cc1cc2cc(CCNC(=O)c3ccc(C)c([N+](=O)[O-])c3)c(=O)[nH]c2cc1C
 : 1	0.3	-9	-3	-1	37	-0.5	1	0
CN1C=C(C(F)(F)F)C=C/C1=C(\C#N)c1nnc2n1CCCCC2
 : 5	1.7	-10	-4	-4	-7	0.2	8	-13
CCOC(=O)c1nnn(CC(=O)N2N=C(c3ccccc3)CC2c2ccccc2)c1C(=O)OCC (stereo unspecified)
 : .	0.1	16	-2	2	23	-1.1	20	-3
COc1cccc(COC(=O)c2cc(S(=O)(=O)N3CCOCC3)ccc2Cl)c1OC
 : -5	-0.2	2	-6	-2	22	-0.4	5	20
O=C(CSc1nc(NS(=O)(=O)c2ccccc2)cc(=O)[nH]1)Nc1ccccc1Cl
 : 2	-0.6	9	29	-1	-3	0.2	18	-4
CCCC[C@@H]1CNC(=S)N1CCc1cccc2ccccc12
 : 8	1.4	11	-134	-4	-3	-0.3	10	1
Cc1ccc(NS(=O)(=O)c2cc3c(cc2Br)NC(=O)CO3)cc1C
 : -2	-0.8	-3	-7	-6	13	-1.5	8	1
CCN(CC)CCN(Cc1cc2cc3c(cc2[nH]c1=O)OCO3)C(=S)NCCOC
 : 3	2.6	-1	-76	-6	-5	0.3	-3	3
Cc1cccc(CSc2nnc([C@@H]3CCCN3)o2)c1
 : -1	-0.1	-1	5	-2	-7	0.3	-2	-3
Cn1c(N)c(C(=O)COC(=O)C2CCCN2C(=O)c2cccs2)c(=O)n(C)c1=O (stereo unspecified)
 : 0	0.3	10	1	-4	-5	-0.7	-2	-2
COc1ccc(CC(=O)NNC(=S)Nc2ccccc2)cc1Cl
 : 0	1.8	-8	16	-1	-1	-0.9	-8	-9
Cc1ccc2nc(-c3ccc(NC(=O)CSc4nccc(=O)[nH]4)cc3)sc2c1
 : 4	2.3	-13	-21	-4	-8	-0.2	3	-7
CCOc1ccc(-c2c(C(=O)N/N=C/c3ccc(C)cc3)nnn2-c2nonc2N)cc1
 : -2	-0.4	8	-21	-2	22	0.1	11	-1
Cc1ccc(C)c(S(=O)(=O)N2CCN(C(=O)CCNS(=O)(=O)c3ccc(C)c(C)c3)CC2)c1
 : -4	2.7	9	11	0	12	0.0	0	-2
COc1ccccc1NC(=O)COC(=O)CN1C(=O)C(=O)c2ccccc21
 : 1	-1.6	-9	-11	-1	-1	0.2	9	-5
CCN(CC)C(=O)Oc1ccc(NC(C)=O)cc1
 : 1	0.3	-2	-2	1	-9	-0.5	-9	-7
COc1cccc(CN(C)C(=O)CSCC(=O)Nc2cc(C)on2)c1OC
 : 1	0.4	-11	11	-2	-3	0.5	-7	-2
COc1ccc(Br)cc1/C=c1\sc2nc(-c3ccco3)nn2c1=O
 : -9	-0.3	-60	19	-2	9	0.3	9	-21
CCc1ccccc1NC(=O)c1ccc2nc(N3CCOCC3)sc2c1
 : 4	0.0	10	-12	-8	-7	-1.3	-4	1
CCOC(=O)C(Cc1ccccc1)c1ccnc2ncnn12 (stereo unspecified)
 : 1	0.5	-2	4	-2	-6	0.4	5	-4
C=C1C[C@H](O[C@@H]2O[C@H](CO)[C@@H](O)[C@H](O)[C@H]2O)[C@@H]2[C@H](OC(=O)[C@H]2C)[C@H]2[C@H](C)[C@H](O)C[C@@H]12
 : 1	-0.3	-5	-3	-1	-9	-0.1	4	-6
CC(=O)N/C(=C\c1ccc(C)o1)C(=O)NCc1ccccc1
 : -8	1.6	-7	-5	-3	-5	-0.4	4	-16
Clc1ccccc1N/N=C/c1ccc2c(c1)OCO2
 : -3	1.9	10	9	-4	28	0.6	8	-4
COc1ccc2[nH]c3c(c2c1)CCN1C(=O)C(CC(=O)NCCCN(C)C)C[C@H](C(=O)N2CCOCC2)[C@@]31CCC1CCCC1 (stereo partly specified)
 : -3	-0.3	13	13	-1	43	-1.2	12	-8
CCc1ccc(NC(=O)c2ccccc2NC(=O)C2CCCO2)cc1 (stereo unspecified)
 : -5	0.0	-5	-7	-7	4	-0.7	0	7
COc1cccc(C(=O)NCC(=O)N/N=C/c2cccc(OC(=O)c3ccc([N+](=O)[O-])cc3)c2)c1
 : 5	1.4	-4	4	-3	-2	0.1	14	0
Cc1nc(SCC(=O)Nc2cccnc2Cl)nc(C)c1C
 : 7	0.1	2	10	-4	-3	-0.7	3	3
CN1CCC(=C(c2ccc(Cl)cc2)c2ccccn2)CC1
 : -13	-0.8	-5	18	-2	-2	-0.4	-8	-5
CCOC(=O)/C(O)=C(\C#N)c1nc2ccccc2[nH]1
 : -4	3.6	-48	-17	-3	-2	-0.2	5	-5
CN[C@H](C)C(=O)NC[C@H]1O[C@@H](n2cc(C)c(=O)[nH]c2=O)C[C@@H]1O
 : -2	-0.6	-6	0	-2	-11	0.7	-10	-1
COC(=O)C(Cc1ccc(O)cc1)NC(=O)C(CC(=O)OC(C)(C)C)NC(=O)OC(C)(C)C (stereo unspecified)
 : 5	1.8	-2	-3	-4	-7	-0.4	4	-5
Cc1cc(NC(=O)c2cccc3c2C(=O)N(C2CCCCC2)C3)ccc1Br
 : -2	.	6	5	-13	33	-0.6	-15	-2
Cc1cc(NC(=O)CSCC(=O)Nc2cc(Cl)ccc2N2CCN(C)CC2)no1
 : -7	0.5	8	8	-9	-8	-0.4	-17	-5
CCCCn1c(N)c(N(CCOC)C(=O)c2ccc(Br)s2)c(=O)[nH]c1=O
 : -4	-0.4	-9	-6	-1	-5	-0.1	17	-11
COC(=O)c1ccc(S(=O)(=O)NCCSc2nnc3c4ccccc4n(C)c3n2)cc1
 : 8	.	0	-2	-4	19	-0.3	7	-5
Cc1cc(SCC(=O)NC2CCCCC2)nc2ccccc12
 : -9	0.0	3	1	-1	6	-1.2	5	-6
COc1ccc(C(=O)NC2CC2)cc1OC1CCN(Cc2cc(C)c(C)cc2C)CC1
 : 3	0.6	18	-13	-2	-4	-0.6	13	2
Cc1cc(C)c(C(=O)O)c(Cl)n1
 : 5	-0.9	3	-3	-4	-6	-1.1	-2	-8
COC(=O)/C(C#N)=C/c1ccc(N2CCOCC2)c([N+](=O)[O-])c1
 : 2	2.2	9	0	-1	-5	1.0	-5	3
Cc1ccc(CN2CC(C(=O)Nc3ccc(S(=O)(=O)N4CCCCC4)cc3)CC2=O)cc1 (stereo unspecified)
 : -1	0.4	-5	-45	-14	4	-0.3	-5	7
Cc1ccsc1/C=N/NC(=O)c1ccc2ccccc2c1
 : -1	3.0	6	-6	-3	1	-0.6	26	4
CC(=O)NC1(C(F)(F)F)NC(=O)N(c2ccc(F)cc2)C1=O (stereo unspecified)
 : 4	-1.0	6	2	-7	-3	-0.6	-5	-5
COC(=O)c1ccc2nc(-c3ccc(OC)c(OC)c3)c(Cc3ccccc3OC)n2c1
 : -2	-0.3	-19	-25	-3	7	-0.4	5	-21

The list goes on (two carried over from the part before).
Below each compound: MT1-MMP act inh	MsrA inh	CendR NRP1 mod	PABP1 MLLE inh	MsrA act	FAS TE block	TbMetRS inhib	SKN-1 block	E coli Lon inh
CC(=O)NC1(C(F)(F)F)NC(=O)N(c2ccc(F)cc2)C1=O (stereo unspecified)
 : 4	-1.0	6	2	-7	-3	-0.6	-5	-5
COC(=O)c1ccc2nc(-c3ccc(OC)c(OC)c3)c(Cc3ccccc3OC)n2c1
 : -2	-0.3	-19	-25	-3	7	-0.4	5	-21
CCOc1ccc(N=C2NC(=O)S/C2=C\c2ccc(OC)cc2)cc1
 : 5	-0.3	11	-8	-5	-10	-0.6	2	-20
Cc1cc(=O)[nH]c(NCCO)n1
 : 0	-0.4	10	-16	0	-3	-0.1	8	-10
CC1=C(C)C(c2ccccc2)NC(=S)N1 (stereo unspecified)
 : 0	0.9	2	-2	0	-12	-0.3	6	-4
O=C(O)CN1C(=O)/C(=C\c2cccc(OCc3ccc(Cl)cc3Cl)c2)SC1=S
 : 2	0.1	-125	27	-2	59*	2.2	5	-9
CN(C)c1oc(-c2cccs2)nc1C#N
 : 1	4.9*	-5	-4	-6	-8	-0.1	19	-2
CCC1=[N+](C)CCn2c(C)ccc21
 : -3	6.5*	0	-129	-3	-8	-0.1	1	3
O=C(CN1CCC(NC(=O)C2CCCCC2)CC1)Nc1cccc(F)c1
 : 0	1.1	8	-7	-1	-4	0.7	10	-5
O=C(NCc1ccco1)c1cnn2c(C(F)(F)F)cc(-c3ccco3)nc12
 : -4	0.2	5	-1	-1	8	-0.3	4	-1
O=C(Nc1ccc(N2CCCC2)c(Cl)c1)c1ccc(Br)o1
 : -10	0.3	-8	-18	-4	6	-0.6	18	-9

Assay outcomes: PubChem, several laboratories
